From PubChem
A3A deaminase: inhibitors of human APOBEC3A DNA deaminase; P31941; recombinant A3A, FAM/TAMRA ssDNA deamination fluorescence; inhibition, % at 20 µM; hit rate 0.41% among 330,000;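 active means at least 40% inhibition at 20 µM here, with at most 30% in a related deaminase screen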;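 further: plate controls were A3A with DMSO for no effect and wells lacking A3A enzyme for full effect; some results filed as inactive read as strong as hits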
Target sequence (P31941 whole entry, looked up): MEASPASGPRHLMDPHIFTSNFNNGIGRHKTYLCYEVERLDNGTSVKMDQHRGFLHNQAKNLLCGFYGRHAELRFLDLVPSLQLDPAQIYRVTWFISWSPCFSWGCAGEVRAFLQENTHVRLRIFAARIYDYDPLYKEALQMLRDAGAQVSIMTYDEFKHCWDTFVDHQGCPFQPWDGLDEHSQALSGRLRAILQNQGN
NR3A LBD binder: modulates the human NR3A ligand-binding domain; AID 1259313; Tm shift relative to glycine control, % at 25 µM; NR3A LBD differential scanning fluorimetry, Tm shift; 0% = protein alone, 100% = glycine-bound protein; hit rate 2.5% among 340,000;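 active means melting temperature shift of at least 10% of the positive control shift, at one fixed dose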
APOBEC3G inh: inhibitors of human APOBEC3G DNA deaminase. Q9HC16. recombinant A3G, ssDNA deamination FAM/TAMRA fluorescence. inhibition, % at 20 µM. hit rate 0.28% among 330,000;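 active means inhibition of at least 40% at 20 µM, with no more than 30% in the related APOBEC3A deaminase screen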;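 further: plate controls were DMSO wells with A3G for no effect and wells lacking A3G enzyme for full effect; some compounds called inactive have numbers as strong as hits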
Target sequence (Q9HC16 whole entry, looked up): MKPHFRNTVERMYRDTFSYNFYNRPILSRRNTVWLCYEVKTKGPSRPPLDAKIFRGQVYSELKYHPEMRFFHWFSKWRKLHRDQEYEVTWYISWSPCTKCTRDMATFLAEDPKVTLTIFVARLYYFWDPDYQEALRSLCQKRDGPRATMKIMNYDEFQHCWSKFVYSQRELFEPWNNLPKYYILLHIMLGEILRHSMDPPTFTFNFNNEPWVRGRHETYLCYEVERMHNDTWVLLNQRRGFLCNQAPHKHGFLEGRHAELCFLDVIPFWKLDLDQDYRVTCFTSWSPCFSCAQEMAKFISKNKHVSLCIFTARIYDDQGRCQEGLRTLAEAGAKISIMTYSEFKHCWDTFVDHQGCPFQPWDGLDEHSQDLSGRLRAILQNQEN
CCR6 antag: blocks CCL20-driven beta-arrestin recruitment at human CCR6; P51684; CHO-K1 CCR6 PathHunter beta-arrestin, luminescence, CCL20-stimulated; inhibition, % at 20 µM; hit rate 0.49% among 340,000; AID 493098;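 active means compounds whose inhibition of the agonist-driven luminescence signal at 20 µM reaches about 50%, limit read from the data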;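 further: cells stimulated with CCL20 at 14 nM final; plate controls were DMSO with CCL20 for no effect and DMSO without agonist for full effect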
EBI2 antag: blocks human EBI2 receptor beta-arrestin signaling; hit rate 0.81% among 360,000; inhibition, % at 5 µM; EBI2 beta-arrestin recruitment, luminescence, 7a,25-OHC stimulated; in the data active means inhibition above about 38%;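 further: enzyme fragment complementation signal reports receptor beta-arrestin coupling in cells; 0% = agonist plus DMSO wells and 100% = wells without agonist; some results beyond the cut were filed as inactive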
Target sequence (P32249 whole entry, looked up, the tested form may be a part): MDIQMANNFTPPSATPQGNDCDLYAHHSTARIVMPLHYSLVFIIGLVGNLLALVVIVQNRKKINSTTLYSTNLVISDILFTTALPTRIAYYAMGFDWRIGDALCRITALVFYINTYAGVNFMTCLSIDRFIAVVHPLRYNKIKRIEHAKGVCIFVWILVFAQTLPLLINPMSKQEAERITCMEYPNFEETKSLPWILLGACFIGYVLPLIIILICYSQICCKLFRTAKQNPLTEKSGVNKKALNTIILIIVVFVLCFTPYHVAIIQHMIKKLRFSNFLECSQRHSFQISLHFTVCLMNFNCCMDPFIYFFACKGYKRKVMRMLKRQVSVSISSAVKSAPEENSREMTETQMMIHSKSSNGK
MPTP inh: blocks calcium-induced mitochondrial swelling | hit rate 1.4% among 360,000 | inhibition, % at 10 µM | isolated mouse mitochondria, Ca2+ swelling absorbance, 30 min;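 active means inhibition of 50% or more, scaled per plate between neutral and stimulator controls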;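 further: 0% = DMSO wells given calcium and 100% = 1 mM EGTA wells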
Gli-Sufu antag: blocks Gli-Sufu signaling in a luciferase reporter; Sufu-KO-LIGHT fibroblasts, Gli luciferase reporter luminescence; inhibition, % at 5 µM; hit rate 0.74% among 340,000; AID 588413;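 active means inhibition above about 55%, limit read from the data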;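 further: 0% = DMSO-treated cells and 100% = wells with medium but no cells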
CXCR6 inh: blocks human CXCR6 beta-arrestin recruitment; O00574; CHO-K1 PathHunter CXCR6 beta-arrestin, luminescence; inhibition, % at 20 µM; hit rate 0.36% among 360,000; AID 602244; in the data active means inhibition above about 34%, passing the limit was not always enough;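 further: antagonist mode with CXCL16 agonist at 10 nM final; 0% = 10 nM CXCL16 with DMSO and 100% = unstimulated wells without agonist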
An asterisk follows results filed as active; x = not tested or not shown; & = joins results of further samples.

SMILES	A3A deaminase	NR3A LBD binder	APOBEC3G inh	CCR6 antag	EBI2 antag	MPTP inh	Gli-Sufu antag	CXCR6 inh
Cc1ccc2c(C)c(C(=O)NCC(C)(C)N3CCOCC3)oc2c1C	-7.7	2.2	-4.5	-5.9	4.2	-1.7	10.3	-3.6
Cc1ccc(C(=O)Nc2cccc(C(F)(F)F)c2)cc1NC(=O)c1nccnc1N	1.0	-2.5	-0.7	11.3	-1.0&4.9	-0.2&-0.1	29.0	-11.2&12.4
CCOC(=O)c1sc(N2C(=O)C(O)=C(C(=O)c3ccco3)C2c2ccc([N+](=O)[O-])cc2)nc1C (centres undefined)	-3.4	-4.7	4.7	24.6	-0.9	6.6	20.9	22.0
COc1ccc(CCC(=O)c2ccc(OC)cc2)cc1	3.5	-0.6	10.8	11.9	34.1	-0.3	1.1	-4.0
CCN1C(=O)C(CC(=O)Nc2ccc(OC)cc2)N(Cc2ccc(OC)c(OC)c2)C1=S (centres undefined)	-2.3	4.6	-3.7	-10.3	-6.0	1.0	-1.0	-5.0
O=c1nc2cccc3c2=c(/c1=C(\O)c1ccccc1)c1ccccc1c3=O	-1.4	-13.8	-6.5	52.0*	1.5	-1.0	0.1	31.0
O=C(C1CCCO1)N1CCN(Cc2nc3ccccc3c(=O)[nH]2)CC1 (centres undefined)	0.0	-0.4	-5.2	4.6	-4.9	-0.6	1.3	3.2
Cn1c(-n2c(-c3ccco3)nc3ccccc3c2=O)nc2ccccc21	0.9	-1.7	-2.1	18.3	5.5	-3.5	-25.4	14.9
CC(C)CNc1nc(Oc2ccc(=O)[nH]n2)nc(N2CCOCC2)n1	0.8	-0.2	-5.0	-1.7	5.0	-1.6	-3.7	1.0
CN(C1CCCCC1)S(=O)(=O)c1ccc(SCC(=O)NC(C)(C)C)nc1	-2.3	-1.5	-11.5	3.2	1.5	0.9	2.4	5.2
C=C(C)CSc1nc2c(c(=O)[nH]c(=O)n2C)n1CCC(C)C	-2.0	0.6	-6.0	23.6	18.7	0.5	21.5	-1.9
COc1ccc(CCNC(=O)CSc2nc3[nH]ncc3c(=O)[nH]2)cc1OC	-1.5	-0.1	-4.5	3.0	1.1	1.1	5.8	2.2
O=C(Nc1cccc(-n2cccn2)c1)C1CCCN(Cc2ccc(C#CCCO)cc2)C1 (centres undefined)	-0.9	-0.9	-6.3	-3.5	15.9	-2.0	19.1	-8.0
CCC(=O)c1ccc(OCC(=O)NCC2COc3ccccc3O2)cc1 (centres undefined)	0.3	-0.4	-1.3	0.4	-9.9	-0.9	-2.6	5.2
O=S(=O)(N/N=C\c1ccc2c(c1)OCO2)c1ccc(Cl)cc1	2.5	-2.6	1.3	-4.5	-5.8	0.5	-4.7	-6.4
CC(=O)N1c2ccc(S(=O)(=O)NCC3CCC(C(=O)NC4CCCCC4C)CC3)cc2CC1C (centres undefined)	-0.7	-2.6	-1.2	7.5	1.4	1.5	-1.5	1.5
COC(=O)C1CCN(c2cc(=O)n(-c3ccccc3Cl)c(=O)[nH]2)CC1	-0.4	0.3	-2.1	3.9	-8.5	-1.5	2.5	-12.8
Cc1nc2c(c(=O)n1CCC1=CCCCC1)c1nc3ccccc3nc1n2/N=C/c1ccccc1	-8.3	0.3	-10.9	8.4	14.2	2.7	9.3	13.4
CC(=O)N1CCN(S(=O)(=O)c2cccc(C(=O)OCC(=O)N(CCC#N)c3ccc(F)cc3)c2)CC1	-0.2	-0.8	-5.2	0.2	-2.2	-1.0	-4.7	5.1
CC(C)(C)c1ccc(C(=O)NC(=O)COC(=O)c2ccco2)cc1	-4.8	2.2	-9.5	-0.7	-7.6	-1.8	-7.1	-7.1
NC(=O)c1ccc(C(=O)c2ccc([N+](=O)[O-])cc2)cc1	3.7	1.5	0.2	-10.2	-1.5	0.6	-2.4	-16.1
Cc1ccc(S(=O)(=O)NCCC(=O)NC2CCN(Cc3ccccc3)CC2)cc1	2.6	-0.6	7.5	-4.0	-6.9	-1.0	3.6	1.4
Cc1ccc(S(=O)(=O)N2CCOC2CNC(=O)C(=O)NCc2ccc3c(c2)OCO3)cc1 (centres undefined)	2.0	0.6	-3.6	1.9	-8.9	1.8	-2.5	0.5
Cc1nnc(NC(=O)CSc2nc3[nH]ncc3c(=O)[nH]2)s1	2.0	-1.4	7.4	4.3	0.4	0.8	0.7	-8.6
O=C(O)CCC(=O)N1CCOc2ccc(Cl)cc21	-3.1	1.7	-4.0	-9.5	-9.1	-2.4	-17.7	-4.7
Cc1cccc(NC(=O)CNC(=O)COc2ccc(-c3ccc(C#N)cc3)cc2)c1C	0.0	1.3	-5.3	5.6	9.4	-1.6	-1.0	4.0
COc1ccc(C)cc1NC(=O)COC(C)=O	-2.1	-0.5	-9.3	6.0	-5.8	-0.7	2.5	-3.0
COc1cc(OC)cc(C(=O)n2nc(C)cc2C)c1	-1.1	0.6	-6.1	3.4	4.1	0.8	3.1	-0.5
NCCCC[C@H](N)c1nnc([C@H](CC(=O)O)NC(=O)C2CCNCC2)o1	-1.9	2.3	-6.9	-5.0	-12.9	0.5	-5.2	-3.1
O=C(CCCc1ccccc1)NCc1cccnc1	-1.9	0.9	1.7	0.3	-4.1	0.1	1.8	5.3
Nc1c(NC2CCCCC2)c2ccccc2oc1=O	-0.5	0.5	1.4	-2.3	8.3	-0.4	-3.2	20.8
COc1ccc(OCC(O)Cn2c(=N)n(CCN3CCOCC3)c3ccccc32)cc1 (centres undefined)	2.5	-1.4	0.1	3.0	-6.3	-0.7	63.4*	3.2
COc1cccc(/C=C/C(=O)c2ccc(NC3=NCCCS3)cc2)c1	-4.4	-4.2	-8.8	17.3	35.0	-0.2	0.7	6.0
CC(=O)N1CCN(S(=O)(=O)c2ccccc2)C1c1ccccc1 (centres undefined)	-1.7	-0.5	-3.0	1.0	-1.2	-0.5	0.2	-9.0
Cc1ccc(NC(=O)CCC(=O)NNS(=O)(=O)c2ccccc2)cc1C	-1.7	-6.0	-7.5	2.3	-6.7	-0.2	2.4	-9.5
CC(=O)c1ccc(O)c(CSc2nncn2C)c1	-1.3	-0.9	-12.6	2.1	-5.1	0.0	-6.2	0.5
O=C(Nc1ccc(F)cc1F)NC1CC1	0.5	-5.8	-0.4	-5.6	-8.9	-0.5	-10.3	12.5
Cc1[nH]c2ccccc2c1C(=O)COC(=O)c1ccc[n+]([O-])c1	0.6	-2.3	-2.8	7.2	-8.5	1.2	-0.4	1.6
CCC(C)[C@H]1CN=C(N)N1CCc1cccc2ccccc12 (some centres undefined)	2.0	-4.4	-7.2	6.0	-10.1	89.5*	62.4*	12.1
COc1ccc(C(NC(=O)/C=C/c2ccco2)c2ccc(OC)cc2)cc1	8.0	-0.6	-5.4	20.4	5.6	9.8	-11.0	0.7
CCc1ccc(S(=O)(=O)Nc2c(C)nn(C)c2C)cc1	0.9	-0.1	-2.8	-13.6	-4.4	10.0	16.9	-6.4
COc1ccc(CCN2C(=O)CN=C2Nc2ccc(F)cc2)cc1OC	2.0	-1.9	-0.8	-1.5	-0.5	-1.7	5.2	-0.1
CC(SC1=Nc2ccccc2C2CC=NN12)C(=O)NC1(C#N)CCCCC1 (centres undefined)	2.9	-3.3	6.6	37.8	-16.4	0.0	-3.6	14.8
CC(NC(=O)c1ccc2c(c1)OCO2)C1CCCO1 (centres undefined)	-0.3	-1.4	-7.1	-16.1	-5.5	-0.9	-4.0	4.4
Cc1cccc(Cn2c(C)nc3ccc([N+](=O)[O-])cc3c2=O)c1	3.3	-0.8	-2.7	-2.0	13.2	0.3	2.5	-2.3
O=C(NCC(=O)N(Cc1ccco1)C(C(=O)NC1CCCCC1)c1cccnc1)c1cccs1 (centres undefined)	-7.4	-1.6	-5.3	1.5	3.6	-0.6	-13.3	-6.0
CCCOP(=O)(OCCC)c1c([N+](=O)[O-])cc(C(F)(F)F)cc1[N+](=O)[O-]	-2.1	11.0*	-9.3	-22.3	-16.8	3.2	-1.8	-5.0
COc1ccc(NC(=O)/C=C/c2ccc(OC(F)F)cc2)cn1	-4.9	3.4	-12.1	8.8	23.2	2.0	-0.3	-2.0
COC(C/C=C\[C@H](O)COCc1ccccc1)OC	-1.3	-1.0	-5.1	4.6	-9.6	-0.6	-13.5	4.8
COc1cc(OC)cc(C(=O)Nc2ccc(S(=O)(=O)Nc3ccccn3)cc2)c1	-0.3	0.2	-5.8	9.9	3.8	-0.1	-9.7	2.8
CC(C)c1ccc(/C=N/NC(=O)c2cccc(S(=O)(=O)N3CCOCC3)c2)cc1	1.5	0.5	1.3	14.8	4.4	0.1	2.9	-0.1
CN1C(=O)c2cccc3c(S(=O)(=O)Nc4ccc(O)c(C(=O)O)c4)ccc1c23	2.1	1.0	-2.1	9.7	7.1	-0.3	-2.0	10.1
O=c1c(-c2c(O)cc(O)c3c2O[C@H](c2ccc(O)cc2)CC3)c(-c2ccc(O)cc2)oc2cc(O)cc(O)c12	-0.5	1.1	11.3	11.5	-29.0	-0.1	-9.3	-6.6
Fc1ccc(/C=N/NC(=S)Nc2ccc(Cl)cc2)cc1F	1.1	5.0	-5.4	11.5	27.8	5.3	-30.7	4.4
Cc1cc(NC(=O)CCCS(=O)(=O)c2nc(-c3cccs3)cc(C(F)(F)F)n2)no1	-1.3	-2.7	-5.1	7.0	-9.8	-3.3	2.8	15.2
Cc1ccc(C(=O)O/N=C(\N)Cc2cccc3ccccc23)cc1	-3.0	1.3	-5.3	-28.7	-0.4	-0.7	10.2	-4.7
CCOc1ccccc1CN1CCN(Cc2ccc3cccc(OC)c3n2)CC1CCO (centres undefined)	-0.2	0.9	-10.9	15.5	5.0	-0.6	24.4	-2.6
COC(=O)[C@]1(C)N[C@H](c2ccc(-c3cccc(Cl)c3)c(OC)c2)[C@@H]2C(=O)N(C)C(=O)[C@@H]21	-3.6	1.1	-0.6	7.4	19.8	-1.1	3.2	7.1
Cn1cccc1-c1cc(C(=O)N/N=C/c2cc(Br)ccc2O)[nH]n1	-1.7	26.8*	-6.8	23.8	8.9	0.7	43.8	-6.0
Cc1ccccc1CSCCNC(=O)Nc1ccccc1	-3.3	-1.3	-5.5	5.0	11.2	14.6	-14.3	-14.9

Fetched by compound from the entries so far (2):
SMILES	A3A deaminase	NR3A LBD binder	APOBEC3G inh	CCR6 antag	EBI2 antag	MPTP inh	Gli-Sufu antag	CXCR6 inh
O=c1c(-c2c(O)cc(O)c3c2O[C@H](c2ccc(O)cc2)CC3)c(-c2ccc(O)cc2)oc2cc(O)cc(O)c12	-0.5	1.1	11.3	11.5	-29.0	-0.1	-9.3	-6.6
Cc1cc(NC(=O)CCCS(=O)(=O)c2nc(-c3cccs3)cc(C(F)(F)F)n2)no1	-1.3	-2.7	-5.1	7.0	-9.8	-3.3	2.8	15.2

(list continues)
SMILES	A3A deaminase	NR3A LBD binder	APOBEC3G inh	CCR6 antag	EBI2 antag	MPTP inh	Gli-Sufu antag	CXCR6 inh
O=[N+]([O-])c1ccc(N2CCN(C(=S)NC3CCCCC3)CC2)cc1	-0.8	-2.7	-4.5	18.3	0.7	-0.3	27.2	-8.1
CC(=O)O[C@@H]1C[C@H]2C(C)(C)C(=O)C=C[C@]2(C)[C@H]2CC[C@@]3(C)[C@H](c4ccoc4)OC(=O)[C@H]4O[C@]43[C@@]21C	1.4	2.7	-4.0	12.8	18.4	1.6	2.0	-11.3
CC1Oc2ccccc2OC1(O)c1ccccn1 (centres undefined)	3.9	-0.5	-2.2	-11.9	-4.1	10.8	-0.9	-3.2
Nc1ccc2oc(=O)c(-c3ccccc3)cc2c1	-0.3	1.8	-2.9	1.0	4.9	0.5	-14.8	-4.2
CN(CC(=O)Nc1cccc(F)c1)C(=O)c1cccc(S(=O)(=O)N2CCN(c3ccc(F)cc3)CC2)c1	x	2.6	x	12.0	15.6	1.4	14.0	0.0
Cc1c(-n2c(SCC(=O)O)nnc2-c2ccccc2Cl)c(=O)n(-c2ccccc2)n1C	1.2	1.1	-5.2	3.7	-6.6	-1.5	2.1	9.0
Cc1ccc(S(=O)(=O)N2CCC(C(=O)Nc3ccc4c(c3)OCO4)CC2)cc1	-2.7	2.5	-3.0	9.8	21.3	1.6	3.6	-1.8
